NRP1-CendR mod: modulators of CendR peptide binding to human neuropilin-1; FAM-RPARPAR peptide binding to NRP-1, fluorescence polarization; inhibition, % at 25 µM; 360,000 tested, 0.85% active; AID 602438;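 active = inhibition or corrected inhibition above about 18%, plus a signal ratio from 0.5 to 1.5, limit read from the data, passing the limit was not always enough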; note: strong numbers were not always called active
MT1-MMP act inh: MT1-MMP (human) activation inhibition; HT1080 RFP-PRO-GFP cells, GFP/RFP ratio fluorescence, overnight; percent of plate control window, DMSO zero; GFP/RFP ratio change, % at 20 µM; 360,000 tested, 0.061% active; AID 651647;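 active = GFP/RFP ratio change of at least 30% with cell ATP level not reduced by more than half and red fluorescence within 50% of control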; note: strong numbers were not always called active
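Test system: HT1080 RFP-PRO-GFP cells; Benchmarks: DMSO and RFP-L50D-GFP cell wells; Timing: cells overnight before dosing, compound overnight, 37 °C, 5% CO2; Compound: one 20 µM compound dose with 1% DMSO; Read-out: GFP/RFP fluorescence ratio.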
PABP1 MLLE inh: blocks PAM2 peptide binding to the PABP1 MLLE domain | 360,000 tested, 0.36% active | GST-MLLE / FITC-PAM2 fluorescence polarization | inhibition, % at 20 µM | P11940; in the data active = inhibition above about 35%, passing the limit was not always enough;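 note: plate controls were DMSO wells with GST-MLLE for no effect and wells lacking GST-MLLE protein for full effect; some results filed as inactive read as strong as hits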
MsrA act: bovine methionine sulfoxide reductase A activation. purified bovine MsrA, absorbance read-out. activation, % at 10.6 µM. 360,000 tested, 0.3% active. AID 602163; in the data active = activation above about 7.5%;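 note: 0% = vehicle and 100% = reference activator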
eLon inh: E. coli protease La inhibition. AID 602123. purified E. coli Lon protease, fluorescence polarization. P0A9M0. inhibition, % at 7.94 µM. 360,000 tested, 0.42% active; in the data active = inhibition above about 13%, passing the limit was not always enough;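 note: 0% = enzyme with probe and DMSO and 100% = no enzyme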
FAS TE block: inhibitors of human fatty acid synthase thioesterase domain; P49327; recombinant FAS-TE, OMFH fluorogenic substrate, fluorescence endpoint; inhibition, % at 15 µM; 360,000 tested, 0.67% active; AID 602261;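 active = compounds whose normalised, plate-corrected inhibition of enzyme fluorescence in the single-dose primary screen is 50% or more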;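 note: 0% = DMSO with enzyme and 100% = substrate without enzyme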
MsrA inhibitor: inhibitors of bovine MsrA; purified bovine MsrA, absorbance read-out; inhibition, % at 15.5 µM; 360,000 tested, 0.75% active; AID 651718; in the data active = inhibition above about 4.5%;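 note: 0% = vehicle wells with enzyme and 100% = reference inhibitor wells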
Tb MetRS inh: Trypanosoma brucei MetRS inhibition; purified T. brucei MetRS, ATP depletion, Kinase-Glo luminescence; 360,000 tested, 0.4% active; AID 624268; inhibition, % at 11.9 µM;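 active = inhibition above a per-plate cutoff of the control wells' mean inhibition plus 3 SD, cut at about 5.5% in these data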;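 note: 0% = DMSO wells median and 100% = median of wells with control inhibitor compound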
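System: purified T. brucei MetRS enzyme / Detection: Kinase-Glo luciferase luminescence reporting remaining unconsumed ATP / Medium: HEPES buffer with MgCl2, KCl, DTT, spermine, BSA, pyrophosphatase / Replication: singlicate, one well per compound / Evaluation: percent inhibition relative to median high and low control wells / Schedule: 2 h aminoacylation at 25 °C after 15 min preincubation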
SKN-1 inh: C. elegans SKN-1 inhibition | C. elegans VP596 Pgst-4::GFP/RFP ratio, acrylamide-induced, 24 h | inhibition, % at 21.8 µM | 360,000 tested, 0.49% active | AID 624304;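 active = interference check ratio from 0.5 to 1.5 plus GFP to RFP signal ratio inhibition reaching or exceeding a fixed threshold, cut at about 30% in these data, passing the limit was not always enough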; note: some compounds called inactive have numbers as strong as hits
* = called active by the depositor; · = no result given.

Results follow in this order: NRP1-CendR mod	MT1-MMP act inh	PABP1 MLLE inh	MsrA act	eLon inh	FAS TE block	MsrA inhibitor	Tb MetRS inh	SKN-1 inh
O=C(NCc1ccccc1)c1ccc(CS(=O)Cc2cccc(Cl)c2)o1 (stereo unspecified)
→ 3	3	4	1	-2	-1	-0.5	-0.3	-4
COc1cc(/C=N/NC(=O)CC#N)ccc1Oc1nc(Cl)ncc1F
→ 3	1	-11	-1	5	-9	0.8	-0.2	20
Cc1cccc(NC(=O)N2CCC(NC(=O)c3ccccc3C)CC2)c1
→ 11	2	17	-1	-2	-5	-0.1	-0.4	-9
CCN1C(=O)C2(C(C#N)=C(N)Oc3n[nH]c(C(C)C)c32)c2ccccc21 (stereo unspecified)
→ 4	3	11	2	0	-8	2.6	0.7	-8
O=C(N/N=C/c1cccc(F)c1)NC1CCCCC1
→ 10	-3	-12	-3	1	-1	1.4	-0.6	5
Cc1ccc(CNC(=O)CNC(=O)c2ccc(C(C)(C)C)cc2)n1C
→ -13	1	-4	-1	-1	-1	-0.3	-0.2	16
Cc1cc(C(C)(C)C)ccc1OCCCCN1CCCC1
→ -3	-2	-7	1	-4	-5	-0.9	-0.3	6
CN(C)C(CNC(=O)CN1C(=O)NC2(CCCC2)C1=O)c1ccccc1 (stereo unspecified)
→ 5	0	17	-5	1	-10	1.7	-0.3	-5
O=C(CC(C(=O)N1CCc2ccccc21)n1ccnc1)NCc1cccnc1 (stereo unspecified)
→ 4	0	-8	-4	-4	-5	0.1	-0.7	4
CCOC(=O)Nc1c(C(=O)OC)[nH]c2cc(OC)ccc12
→ 24	2	5	4	5	0	1.9	-0.5	-1
CCOC(=O)Cn1nc(-c2ccc(C)cc2)ccc1=O
→ -4	3	1	-1	3	-2	-0.3	0.0	-4
CCn1nnc2cc(C(=O)Nc3cccc(S(=O)(=O)N(C)C)c3)ccc21
→ -14	1	-18	-2	-14	0	0.2	-0.1	4
CCCNS(=O)(=O)c1cc2c(cc1Br)CCN2C(=O)CC
→ 4	1	7	-1	0	-7	-0.9	-0.2	19
Cc1cc(C)c2nc(NC(=O)c3ccc(OCC4CCCO4)cc3)sc2c1 (stereo unspecified)
→ 2	-30	-1	-5	-4	0	0.4	-0.8	7
COc1ccc(CNC(=O)C/C(C)=N/NC(=O)COc2ccc(Br)cc2)cc1
→ 8	5	10	-2	-6	-3	1.1	-0.2	-3
COc1ccc(CNS(=O)(=O)c2ccc3c(c2)CCN3C(=O)C2CC2)cc1
→ 2	8	8	-2	-6	4	-1.1	-0.3	-4
Cn1c(N)c(C#N)c2c(c1=S)CSC(C)(C)C2
→ 17	-11	35	-1	19	-1	1.7	0.3	-4
CCOC(=O)C1CCCN(c2nc3ccccc3nc2C(C#N)C(=O)OCC)C1 (stereo unspecified)
→ 131	-10	-9	-8	-3	14	-0.1	-1.4	-24
Cc1nnc(-c2cnn(-c3ccccc3)c2N)n1Cc1cccc(C(F)(F)F)c1
→ -4	0	-4	3	-4	0	0.7	-0.7	21
COC(=O)c1ccc2nc(C3CCCCC3)c(Cc3cccc(F)c3)n2c1
→ -13	-1	25	-9	-2	4	-0.6	-0.7	14
CC(C)(C)NC(=O)C(c1ccncc1)N(C(=O)Cn1nnc(-c2ccc(F)cc2)n1)c1ccccc1 (stereo unspecified)
→ -18	0	-22	-1	-3	0	-0.9	0.4	3
O=C(O)CC(SCc1ccc(C(=O)O)o1)C(=O)O (stereo unspecified)
→ 11	-3	-3	-9	-3	-13	-0.4	-0.7	-8
CC(C)(C)C1CCc2onc(C(=O)O)c2C1 (stereo unspecified)
→ 8	3	4	-5	-4	-1	1.0	-0.1	10
Cc1[nH]nc(N=CC2=C(O)CC(c3ccco3)CC2=O)c1-c1ccc(Cl)cc1 (stereo unspecified)
→ -12	-5	-1	-3	-8	7	0.1	-0.6	-6
CCOc1ccc(CCN2C(=O)C(=O)N([C@@H](CC(C)C)CN3CCC[C@H]3CN3C(=O)C(=O)NC[C@@H]3Cc3ccccc3)C[C@@H]2CC(C)C)cc1
→ -1	11	·	-2	-9	1	-1.4	-0.2	9
CC1CCN(C(=O)CN2C(=O)C(C)(C)Oc3ccc(C(=O)NC(C)C)cc32)CC1
→ 4	3	-13	-2	-7	-4	1.1	0.4	6
O=C(O)C1CC(O)CN1S(=O)(=O)c1ccc2ccccc2c1 (stereo unspecified)
→ 1	-3	3	-1	-7	-6	-0.9	-0.1	8
CCOC(=O)c1c(-c2ccc(OC)cc2)csc1NC(=O)CSc1ncnc2sccc12
→ -18	-7	-2	-10	2	15	-0.3	-1.9	3
COc1ccc(N2CCN(CCCNC(=O)CN3CCN(Cc4ccccc4C)C3=O)CC2)cc1
→ 4	1	-6	2	4	-4	0.4	-0.1	-16
O=C(Nc1ccc2[nH]ccc2c1)c1ccccc1
→ 16	4	-12	1	-3	-7	0.5	0.1	-4
Cc1cc(C)c2c3c(sc2n1)C(=O)N(Cc1ccccc1)CC(=O)N3
→ -8	-2	14	1	-3	5	0.8	-0.6	-12
O=C(CSc1nc2ccc([N+](=O)[O-])cc2[nH]1)NCCc1ccccc1
→ -2	-4	-78	-4	4	42	·	1.4	-19
CCOC(=O)N1CCC(NC(=O)c2ccc(OC)c(CN3CC(=O)N4CCCC4C3=O)c2)CC1 (stereo unspecified)
→ 8	-1	-5	0	-3	-5	0.3	0.2	-3
COc1cccc(CNC(=O)CCCn2nc(C)c3c(C)n(-c4ccccc4)nc3c2=O)c1
→ 2	-1	3	-3	7	-3	-0.2	-0.1	-4
COc1ccc(OC)c(-n2c(-c3cccc(C)c3)n[nH]c2=S)c1
→ 9	1	0	0	-3	-8	-0.5	-0.3	-1
Cc1csc(/C(=N/OC(=O)c2ccco2)C(N)=O)n1
→ -7	-2	11	-2	10	15	0.8	-0.2	4
CC(c1ccccc1)C1C(C#N)=C(N)OC2=C1C(=O)CCC2 (stereo unspecified)
→ 8	-1	2	-3	11	-2	0.0	-0.3	-1
COc1ccc(-c2ccc(C(=O)NC3CCCCC3)c3occc23)c(C)c1
→ -6	-8	3	-1	3	16	0.6	-0.3	4
Cc1nc(-c2ccccc2)nc2[nH]c(C(C)C)cc(=O)c12
→ -33	5	0	-3	-3	-2	0.9	-1.0	6
O=C(O)CCCn1cc(NC(=O)c2cc(F)c(F)cc2Cl)cn1
→ 0	6	3	-4	-2	-6	-0.3	-0.6	2

Ordered by value in PABP1 MLLE inh (smallest number first): 4 from the list above
Compound | PABP1 MLLE inh
O=C(O)CC(SCc1ccc(C(=O)O)o1)C(=O)O (stereo unspecified) | -3
O=C(O)C1CC(O)CN1S(=O)(=O)c1ccc2ccccc2c1 (stereo unspecified) | 3
CC(C)(C)C1CCc2onc(C(=O)O)c2C1 (stereo unspecified) | 4
Cc1cc(C)c2c3c(sc2n1)C(=O)N(Cc1ccccc1)CC(=O)N3 | 14

(next part)
Results follow in this order: NRP1-CendR mod	MT1-MMP act inh	PABP1 MLLE inh	MsrA act	eLon inh	FAS TE block	MsrA inhibitor	Tb MetRS inh	SKN-1 inh
CCC(C)CCN1C(Nc2ccccc2)=NC[C@@H]1CC(C)C (stereo partly specified)
→ 7	3	5	1	-7	-21	0.8	0.0	7
Cc1ccc(/C=N/NC(=O)c2nnn(-c3nonc3N)c2CSc2ccccc2)o1
→ 1	-1	10	-4	-7	9	1.8	0.9	10
CCN(C(=O)COC(=O)c1cccn1C)C1CCS(=O)(=O)C1 (stereo unspecified)
→ 4	4	-24	-1	-5	-2	0.7	2.0	4
O=C(CN1CCCCCC1)Nc1ccc([N+](=O)[O-])cc1Br
→ -2	0	-8	-6	-1	13	4.8*	0.0	-8
N#C/C(=C/c1ccccc1[N+](=O)[O-])c1nc(C2CC2)cs1
→ 8	-4	8	-10	9	6	1.2	-0.4	3
CC1CCN(C(=O)Cn2cc(C(=O)C3CC3)c3ccccc32)CC1
→ -9	-1	7	-1	-4	-4	1.3	-0.7	-5
Cn1cccc1C(=O)NS(=O)(=O)c1ccccc1Cl
→ 0	1	-3	-12	-1	-10	0.5	-1.1	-9
O=[N+]([O-])c1ccc(S(=O)(=O)NCC2COc3ccccc3O2)cc1 (stereo unspecified)
→ -4	0	12	0	-1	28	-0.5	0.1	-2
Cc1cc(C)c(C#N)c(SCC(=O)N(C)C2CCCCC2)n1
→ 1	-3	6	0	-4	22	-1.3	-0.8	-4
Cc1ccc(S(=O)(=O)N2CCCOC2CNC(=O)C(=O)NCCc2ccco2)cc1 (stereo unspecified)
→ 2	1	-4	-7	-5	-7	-0.5	-0.3	-9
O=C(CSc1nc(N2CCOCC2)nc(N2CCOCC2)n1)Nc1ccccc1F
→ 3	0	20	2	0	1	0.3	0.5	-16
COc1cc(-c2nc3ccccn3c2/N=C/c2ccccc2)ccc1O
→ -1	15	10	-3	-2	-1	4.0	-1.3	1
CCOCCCNC(=O)CN1CCN(c2ccc(F)cc2)CC1
→ -11	3	0	0	0	-6	-0.9	-0.4	-1
CCCCc1cc(=O)oc2c(C)c(OCC(=O)NCCN3CCOCC3)ccc12
→ 6	-3	13	-12	-2	-4	1.4	-0.8	-6
COC(=O)[C@H](Cc1ccccc1)NC(=O)Nc1ccc(C)cc1
→ -14	-6	9	-9	-5	-8	0.5	-1.4	0
COc1ccc(C(=O)NCC(C)(c2ccccc2)c2ccccc2)cc1S(=O)(=O)N1CCOCC1
→ -6	2	-84	0	-7	11	0.3	-0.1	3
C=CCn1c(SCC(=O)NCc2ccc3c(c2)OCO3)nnc1C1COc2ccccc2O1 (stereo unspecified)
→ -8	0	-36	-2	1	-1	0.1	0.3	21
CS(=O)(=O)Nc1ccccc1C(=O)Nc1ccc2c(c1)OCCO2
→ 2	1	-2	-1	4	-4	1.1	0.6	12
CCOc1ccc(NC(=S)NCCCc2ccccc2)cc1
→ -6	1	-59	0	7	13	-0.2	3.1	-2
CN1C(=O)N(C)C2(c3ccccc3)N(C)C(=O)NC12c1ccccc1 (stereo unspecified)
→ 6	-1	1	-8	-6	-9	-0.2	-1.6	-13
CCOC(=O)c1ccc(NC(=S)Nc2ccc3[nH]c(=O)[nH]c3c2)cc1
→ -16	4	35	-3	-4	2	1.1	-0.7	0
Cc1cc(-c2ccc(C)c(S(=O)(=O)N3CCN(c4ccc(F)cc4)CC3)c2)on1
→ 14	7	-21	1	-3	27	-0.2	-0.5	10
CCC1C(=O)NCCN1C(=O)c1ccc(OC)c(OC2CCN(C(C)=O)CC2)c1 (stereo unspecified)
→ 5	0	-7	-3	-1	-4	0.4	0.1	11
CCN(CC)c1ccc(/C=N/Nc2ccccc2)c(O)c1
→ -41	-10	-4	-2	-22	8	·	0.8	33
COc1ccc(OCCCC(=O)NCCc2nc3ccccc3[nH]2)cc1
→ -18	-8	-15	-9	-3	-7	1.8	48*	-7
O=C(OCC(=O)N1CCc2ccccc21)C1=COCCO1
→ 7	1	-111	-13	-8	-10	1.5	-1.6	7
CSCC(O)Cn1ncc2ccccc2c1=O (stereo unspecified)
→ 6	4	-8	0	0	-4	1.2	0.3	16
